MITF primary: MITF inhibitors, primary screen, biochemical, AlphaScreen, human; Microphthalmia-associated transcription factor (Homo sapiens), O75030; AlphaScreen MITF homodimerization, bead proximity signal; inhibition, % at 2.6 µM; hit rate 0.91% among 650,000; AID 1259374, 2018; in the data active = inhibition above about 50%;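 note: 0% = vehicle wells with protein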
Target sequence (O75030 whole entry, looked up): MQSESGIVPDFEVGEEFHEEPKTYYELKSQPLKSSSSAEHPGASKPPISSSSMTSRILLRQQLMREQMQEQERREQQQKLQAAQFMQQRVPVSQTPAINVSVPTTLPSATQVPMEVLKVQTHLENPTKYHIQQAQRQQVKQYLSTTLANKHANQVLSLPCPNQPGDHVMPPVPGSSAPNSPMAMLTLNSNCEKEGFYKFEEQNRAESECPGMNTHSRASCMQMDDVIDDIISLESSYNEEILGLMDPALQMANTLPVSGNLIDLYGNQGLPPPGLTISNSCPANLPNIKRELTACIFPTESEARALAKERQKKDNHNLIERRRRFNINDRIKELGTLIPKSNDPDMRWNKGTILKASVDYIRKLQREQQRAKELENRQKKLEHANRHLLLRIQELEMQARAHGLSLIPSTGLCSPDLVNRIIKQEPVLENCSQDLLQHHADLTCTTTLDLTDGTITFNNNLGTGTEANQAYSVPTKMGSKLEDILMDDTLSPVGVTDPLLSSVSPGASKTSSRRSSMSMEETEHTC
TEAD-YAP block: TEAD-YAP interaction inhibition, primary screen, TEAD-YAP interaction inhibitor project, luminescence, HEK-TIYL cells; TEAD-Gal4/YAP UAS-luciferase luminescence; inhibition, % at 9.12 µM; hit rate 1.4% among 640,000; AID 1259422, 2018; in the data active = inhibition above about 32%;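 note: 0% = median of test compound wells and 100% = reference inhibitor wells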
FBW7 act: FBW7 E3 ligase activators, primary screen, biochemical, AlphaScreen, human | AID 1259310, 2017 | AlphaScreen FBW7–phospho-cyclin E peptide binding, activator screen | hit rate 0.13% among 650,000 | normalized activity (activation), % at 26.1 µM; in the data active = normalized activity above about 1.9%;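 note: purified mutant Fbw7 with reduced substrate affinity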
GPR151 activ: activators of human GPR151, primary screen, cell-based, PathHunter beta-arrestin, luminescence | G-protein coupled receptor 151 (Homo sapiens), Q8TDV0 | PathHunter beta-arrestin GPR151 cells | hit rate 1% among 650,000 | activation, % at 11.2 µM; in the data active = activation above about 4.9%;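 note: 0% = median of compound wells and 100% = cells with positive control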
Target sequence (Q8TDV0 whole entry, looked up): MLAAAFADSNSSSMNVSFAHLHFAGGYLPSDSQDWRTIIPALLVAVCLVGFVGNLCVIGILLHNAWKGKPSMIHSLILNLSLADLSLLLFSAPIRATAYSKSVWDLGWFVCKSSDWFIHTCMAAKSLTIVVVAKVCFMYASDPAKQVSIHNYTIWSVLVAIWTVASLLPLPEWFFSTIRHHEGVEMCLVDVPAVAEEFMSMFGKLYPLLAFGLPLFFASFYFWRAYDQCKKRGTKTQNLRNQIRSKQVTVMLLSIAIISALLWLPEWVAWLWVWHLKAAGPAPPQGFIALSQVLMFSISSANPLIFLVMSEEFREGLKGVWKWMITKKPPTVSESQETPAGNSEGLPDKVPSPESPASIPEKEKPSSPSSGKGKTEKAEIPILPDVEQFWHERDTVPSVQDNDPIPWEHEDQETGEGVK
* marks the source's active call; other numbers are inactive results; nt = not tested or not shown; & = joins results of further samples.

Molecule	MITF primary	TEAD-YAP block	FBW7 act	GPR151 activ
Cc1ccc(N(CC(=O)Nc2cccnc2)S(=O)(=O)c2ccc(Cl)cc2)cc1C	5	-3	-0.1	0.6
COc1ccc(CC(=O)NCc2nc(-c3cccc(C)c3)no2)cc1	6	0	-0.1	1.8
Cc1ccnc(NC(=O)C23CC4CC(CC(C4)C2)C3)c1	10	-2	0.3	-0.6
OCCN(Cc1ccccc1)Cc1ccc(C(F)(F)F)cc1	52*	1	0.0	2.5
Cc1cc(/C=C(/C#N)c2cccc([N+](=O)[O-])c2)c(C)n1-c1cccnc1	12	2	-0.1	-0.3
O=C(c1ccncc1)N1CCN(C(=O)c2ccc(F)cc2)CC1	13	1	0.3	1.2
Cc1ccc(C(=O)CN2/C(=C(\O)c3ccccc3)C(=O)c3ccccc3S2(=O)=O)c(C)c1	7	-7	-0.4	-0.2
COc1ccccc1NC(=O)Cn1cnc2sc(C(=O)NCCc3ccc(OC)c(OC)c3)c(C)c2c1=O	2	-8	0.1	-0.9
CC(Oc1ccccc1)C(=O)Nc1nnc(S(=O)(=O)Nc2ccccc2)s1 (centres undefined)	5	0	0.1	-1.2
COc1cc2nc(SCc3cc(=O)n4ccccc4n3)n3nc(C)nc3c2cc1OC	0	-21	-0.2	0.2
Cc1ccc2c(c1)C(c1ccccc1)N(C(=O)c1ccco1)CC(=O)N2 (centres undefined)	-4	6	0.1	1.8
O=S(=O)(Nc1cccc2ccccc12)c1ccc(I)cc1	37	4	0.5	3.5
CCOc1cc(CNCCO)c(Br)cc1OC	-12	5	0.1	1.2
CC1Cc2nc(SCC(N)=O)n(-c3ccc(F)cc3)c(=O)c2S1 (centres undefined)	-3	4	-0.2	-1.5
Cc1ccc2[nH]c(=O)c(CN(Cc3nnnn3Cc3ccco3)CC3CCCO3)cc2c1 (centres undefined)	21	0	-0.1	-0.4
CC1(C)CN(c2ccccc2)N(C(=O)c2ccc(F)cc2)C1=O	5	4	-0.2	2.7
OCC1(Cc2ccccc2)CCCN(Cc2cccn2-c2nccs2)C1 (centres undefined)	2	9	-0.1	0.3
Cc1cccc(NC(=S)N(CCCNC2=CC(=O)CC(C)(C)C2)C2CCCCC2)c1	5	3	0.1	1.3
O=C(NC1CCCC1)C1CC(c2ccccc2F)=NO1 (centres undefined)	10	-27	-0.2	0.0
CN(C)C(CNC(=O)CCc1nc2ccccc2c(=O)[nH]1)c1ccccc1 (centres undefined)	9	2	0.0	0.3
COc1ccc(C(=O)Nc2c3c(nn2-c2ccc(Oc4ccccc4)cc2)CSC3)cc1	-2	-3	-0.2	-1.4
O=C(N=C1N=C2C=CC=CN2Cc2ccccc21)c1cccnc1	2	-43	-0.3	-5.7
CCN1CCCC1CNC(=O)c1cccc(-n2c(=S)[nH]c3cc(Cl)ccc3c2=O)c1 (centres undefined)	-21	-3	-0.1	-0.5
Fc1ccc(CSc2nnnn2-c2ccc3c(c2)OCO3)c(Cl)c1	2	51*	-0.1	-0.1

The last 2 records of the section above are carried over, then new ones follow:
Molecule	MITF primary	TEAD-YAP block	FBW7 act	GPR151 activ
CCN1CCCC1CNC(=O)c1cccc(-n2c(=S)[nH]c3cc(Cl)ccc3c2=O)c1 (centres undefined)	-21	-3	-0.1	-0.5
Fc1ccc(CSc2nnnn2-c2ccc3c(c2)OCO3)c(Cl)c1	2	51*	-0.1	-0.1
Cc1cc(C)c(/C(O)=C2\C(=O)C(=O)N(c3ccccn3)C2c2cccnc2)c(C)c1 (centres undefined)	13	-2	0.4	0.4
CC1CCC(C(C)C)C(OC2OC(=O)C(Cl)=C2Nc2ccccc2)C1 (centres undefined)	-2	3	-0.2	-0.4
COc1ccc(C(=O)NNC(=O)COc2ccc3ccccc3c2)cc1OC	2	-3	-0.1	3.1
CC1=C(C(=O)Nc2ccc(C(=O)NCCCN3CC(C)CC(C)C3)cc2)SCCO1 (centres undefined)	-10	-4	-0.1	0.7
O=C(Cn1cnc2scc(-c3ccccc3)c2c1=O)Nc1cccc2ccccc12	26	23	0.4	-0.1
CCCCC1CN(CCC(=O)NCc2csc(C)n2)Cc2ccccc2O1 (centres undefined)	11	19	0.7	-1.5
O=C(Nc1ccccc1)C1CCN(c2ccc(Nc3ccc4ncccc4c3)nn2)CC1	15	-11	0.0	-0.3
O=C(CN1C(=O)c2ccc([N+](=O)[O-])cc2C1=O)Nc1nccs1	-4	0	-0.1	0.6
CSCCCNC(=O)c1cc(COc2ccc(F)cc2F)on1	5	2	-0.1	1.3
CCOC(=O)C1=C(c2ccccc2)N(C)C(=O)NC1c1c(F)cccc1Cl (centres undefined)	-5	-8	0.1	-0.8
COc1cccc(N2CC(C(=O)Nc3cccc4ccccc34)CC2=O)c1 (centres undefined)	2	-3	0.0	-0.6
COc1ccc(-n2c(N)c(C#N)c3nc4ccccc4nc32)cc1OC	11	4	0.1	0.2
COc1cccc(C(=O)NC(=S)Nc2ccc(NC(=O)c3ccco3)cc2)c1	9	3	0.0	0.1
Cc1ccc(SC(C)C(=O)NC(C)(C)C)cc1 (centres undefined)	9	15	0.0	-2.7
COc1nn(C)cc1C(=O)N1CCCC(C(=O)N2CCn3c2nc2ccccc23)C1 (centres undefined)	-3	-5	0.2	-1.4
COC(=O)c1cccc(NC(N)=S)c1	13	8	0.0	0.4
COc1ccc(-c2nc3ccc(C(=O)NC4CCCCCCC4)cc3nc2-c2ccc(OC)cc2)cc1	-7	2	-0.1	-0.2
N#CC1=Cc2ccc(-c3ccccc3)n2C1=N	4	15	-0.1	-0.3
Cc1cc(C)nc(N2CCC(CNC(=O)Cc3cccc(F)c3)CC2)n1	-6	2	0.6	-0.5
COc1ccc(CCN2CCC(N(CC3CC3)S(C)(=O)=O)CC2)cc1	16	3	0.6	-0.5
Cc1nnc(N2C(=O)C(=O)/C(=C(/O)c3ccc(Cl)cc3)C2c2ccc(F)cc2)s1 (centres undefined)	-5	-4	0.1	1.5
Cc1cccc(CN2CCC(N3CCC(C(=O)NCc4cn(C)nc4C)CC3)CC2)n1	17	12	0.1	-2.1
CCOC(=O)c1cccc(P(=O)(C(C)(C)C)C(C)(C)C)c1	3	-5	-0.1	0.6
CCc1ccc(Nc2nnc(SCC(=O)NC(=O)c3cccn3C)s2)cc1	-9	6	0.1	-1.6

Retrieved by structure from the list above, five records:
Molecule	MITF primary	TEAD-YAP block	FBW7 act	GPR151 activ
Cc1ccc(SC(C)C(=O)NC(C)(C)C)cc1 (centres undefined)	9	15	0.0	-2.7
COc1nn(C)cc1C(=O)N1CCCC(C(=O)N2CCn3c2nc2ccccc23)C1 (centres undefined)	-3	-5	0.2	-1.4
CCc1ccc(Nc2nnc(SCC(=O)NC(=O)c3cccn3C)s2)cc1	-9	6	0.1	-1.6
Cc1cccc(CN2CCC(N3CCC(C(=O)NCc4cn(C)nc4C)CC3)CC2)n1	17	12	0.1	-2.1
CCOC(=O)c1cccc(P(=O)(C(C)(C)C)C(C)(C)C)c1	3	-5	-0.1	0.6

Next part
Molecule	MITF primary	TEAD-YAP block	FBW7 act	GPR151 activ
c1cc(Nc2cc(NCCN3CCOCC3)ncn2)ncn1	-3	0	0.0	0.5
CCOC(=O)C1=C(C)N=c2s/c(=C\c3ccc(-c4ccc(C)cc4[N+](=O)[O-])o3)c(=O)n2C1c1ccc(OC)c(OC)c1 (centres undefined)	1	-10	0.2	1.8
O=c1c2sc(=S)n(-c3ccccc3)c2nc(SCc2ccc(Cl)cc2)n1-c1ccccc1	-6	-10	0.0	0.9
COc1ccc(-c2cc(=O)oc3cc(OCC(N)=O)ccc23)cc1	9	7	-0.1	-0.5
Cc1ccc(NC(=O)/C(C#N)=C\c2ccc(CNS(=O)(=O)c3ccc(C)cc3)o2)cc1	6	-51	-0.4	-0.4
CCOC(=O)c1cnc2ccc(Br)cc2c1NCC(C)O (centres undefined)	-7	-9	0.2	-0.6
CC1(C)[C@H]2CC=C(CN3CCC4(CC3)CC4C(=O)N3CCN(Cc4ccccn4)CC3)[C@@H]1C2 (some centres undefined)	7	5	0.4	-1.5
CCOc1ccc2c(c1)sc(=NC(=O)C(C)(C)C)n2CCOC	-5	-8	0.3	2.6
CCCc1[nH]nc2c1C(c1ccccc1[N+](=O)[O-])C(C#N)=C(N)O2 (centres undefined)	12	9	-0.5	0.5
CCN(CC)S(=O)(=O)c1cc(-c2nnc(-c3ccc(Br)cc3)o2)ccc1Cl	1	5	0.1	-1.5
COCCNC(=O)c1cc(Nc2ccc(C)cc2C)nc2ccccc12	-1	6	-0.1	0.4
COc1ccc(-c2nc3ccc(C(=O)NCCN(C(C)C)C(C)C)cc3s2)cn1	-10	-8	0.0	-1.0
COC/C=C/C1=CC2=CC(=O)C(C)(OC(=O)C3CCCC3)C(=O)C2=CO1 (centres undefined)	5	nt	-0.2	0.9
COC(=O)CN(C)C(=O)C1CCN(c2nc(C)c3cc(C)ccc3n2)CC1	3	-6	-0.1	0.9
CCOC(=O)c1c(NC(=S)Nc2ccc(Br)cc2)sc2c1CC(C)(C)OC2	11	2	0.2	-1.5
O=C(NCCN1CCOCC1)c1ccc2c(c1)N(Cc1ccccc1)C(=O)CS2	12	17	0.3	0.1
N=c1ccn2c(n1)O[C@H]1[C@H](O)C(CO)O[C@H]12 (some centres undefined)	-2&-6	-32&-37	0.1&0.1	0.2&1.6
OC1CCN(c2ncc(-c3ccc(Cl)cc3)cn2)CC1	-7	-26	0.2	-1.2
O=C(CNS(=O)(=O)c1ccc([N+](=O)[O-])cc1)N/N=C/c1ccc(F)cc1	-6	0	-0.1	-1.4
COc1cccc(NC(=S)N/N=C2\CC3CC=CC23)c1 (centres undefined)	-9	-20	0.0	-2.4
COc1cccc2cc(C(=O)N3CCCCCC3)c(=O)oc12	-7	-69	-0.2	0.1
CC(C)c1ccc(OCC(=O)Nc2cccc(C(F)(F)F)c2)cc1	-8	6	0.0	1.6
CC(C)CC(=O)Nc1ccc(NC(=O)CC(C)C)cc1	2	1	0.0	0.8
C/C(=N\NC(=O)COc1ccc(C)cc1C)c1cccs1	15	7	0.2	-0.1
O=c1[nH]cnc2nc3n(c12)CCCCC3	-10	-4	-0.2	0.9
CC1=C(C(N)=O)C(c2cccc(C)c2)n2nc(CCCO)nc2N1 (centres undefined)	12	4	0.1	0.7
O=C(Cc1cn(-c2ccc(Oc3ccccc3)nn2)c2ccccc12)NCc1cccnc1	1	1	0.1	-0.5
CCOC(=O)C1=Nc2ccccc2/C1=C/c1nc(-c2ccccc2)oc1O	-7	3	0.0	1.6
CN1CCN(NC(=S)Nc2ccc(SC(F)F)cc2)CC1	-16	-1	0.0	-1.1
COc1cc(OC)nc(NC(=O)COC(=O)c2ccc(Cl)cc2)n1	6	4	0.0	0.3
CCc1ccc(OC(=O)c2cccc(C(=O)OC)n2)cc1	7	-4	0.1	4.4
CCCN1C2=NCCN2c2ccccc21	-2	-6	-0.1	0.0
CCOC(=O)c1cnc2c(-c3ccccc3)cnn2c1N	-1	-13	0.4	0.2
CN1C(=O)/C(=c2\sc3n(c2=O)CN(c2cccc([N+](=O)[O-])c2)CN=3)c2ccccc21	-12	-3	-0.2	-1.3
CCOC(=O)CSc1nnc(-c2ccccc2)c(=O)[nH]1	-3	-2	-0.2	-0.5
CC[C@H](C)NC(=O)CCCn1c(=S)[nH]c2c([nH]c3ccc(OC)cc32)c1=O	4	-5	0.0	-0.9
O=c1[nH]c2ccc(S(=O)(=O)NCc3ccccc3F)cc2s1	7	1	0.0	2.1
CCOC(=O)c1c(NC(=O)c2ccccc2Cl)sc2c1CC(C)(C)NC2(C)C	-3	-16	0.0	1.7
COC(=O)CCC1(CCC(=O)OC)C(=O)CC(C)(C)CC1=O	3	5	0.2	-0.8
O=C(CCN1CCC(O)(c2ccc(F)cc2)C1)c1ccc2c(c1)OCCO2 (centres undefined)	21	-6	0.6	1.7
COc1ccc(-c2nc(-c3ccc(-c4cccc(Cl)c4)o3)[nH]c2-c2ccc(OC)cc2)cc1	21	nt	nt	-0.7
O=C(NC1CCCCCCCCCCC1)c1ccc([N+](=O)[O-])cc1Cl	-13	-13	-0.1	1.3
Cc1ccc(-n2c(SCC(=O)N3CCCC3)nc3n[nH]c(C)c3c2=N)cc1Cl	16	0	-0.2	2.1
Cc1ccc(N2CC(NC(=O)NC(C)(C)CO)CC2=O)cc1 (centres undefined)	6	6	0.0	2.3
Cc1ccc(S(=O)(=O)NCC(=O)OCc2ccccc2C#N)cc1	7	10	0.1	-0.7
O=[N+]([O-])c1ccc(-c2nc(C=Nc3ccc4ccccc4c3)c(O)o2)cc1	-10	-4	0.1	-0.3
O=c1c2sccc2nc(SCc2ccc(Cl)cc2)n1-c1ccc(Br)cc1	-5	-3	-0.1	0.4
O=C(CN1C(=O)COc2ccccc21)N1CCc2ccccc2C1	10	3	0.3	-0.5
COCCn1c(Cc2ccccc2)nnc1SCC(=O)NC(C)C	-2	2	-0.2	0.5
CCCCN(C(=O)CSc1nnnn1C)c1c(N)n(Cc2ccccc2)c(=O)[nH]c1=O	-2	5	0.0	1.7
COc1ccc(/C(C)=N\Nc2nnc(C)c(=O)[nH]2)cc1	21	-24	0.0	0.8
